p47phox inh: blocks human p47phox regulatory protein of NADPH oxidases | p47phox/p22phox peptide binding, fluorescence polarization, 2 h | inhibition, % at 24.7 µM | actives 0.53% (n = 220,000) | AID 1274;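 active = inhibition above about 30%, limit read from the data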;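 also: 0% = p47phox with labelled peptide and 100% = labelled peptide alone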
EBV gp42 inh: blocks Epstein-Barr virus glycoprotein 42 binding; inhibition, % (tested at 21.74 µM); Q1HVG2; AID 1085; Fluorescence polarization binding assay, mP read-out; actives 0.42% (n = 220,000); in the data active = inhibition above about 50%
Furin inhibitor: inhibitors of human furin | P09958 | purified furin, fluorogenic substrate cleavage | inhibition, % at 30 µM | actives 0.061% (n = 220,000) | AID 463115; in the data active = inhibition above about 25%; also: inactives centre near -15
Target sequence (P09958 108-714 limits assumed): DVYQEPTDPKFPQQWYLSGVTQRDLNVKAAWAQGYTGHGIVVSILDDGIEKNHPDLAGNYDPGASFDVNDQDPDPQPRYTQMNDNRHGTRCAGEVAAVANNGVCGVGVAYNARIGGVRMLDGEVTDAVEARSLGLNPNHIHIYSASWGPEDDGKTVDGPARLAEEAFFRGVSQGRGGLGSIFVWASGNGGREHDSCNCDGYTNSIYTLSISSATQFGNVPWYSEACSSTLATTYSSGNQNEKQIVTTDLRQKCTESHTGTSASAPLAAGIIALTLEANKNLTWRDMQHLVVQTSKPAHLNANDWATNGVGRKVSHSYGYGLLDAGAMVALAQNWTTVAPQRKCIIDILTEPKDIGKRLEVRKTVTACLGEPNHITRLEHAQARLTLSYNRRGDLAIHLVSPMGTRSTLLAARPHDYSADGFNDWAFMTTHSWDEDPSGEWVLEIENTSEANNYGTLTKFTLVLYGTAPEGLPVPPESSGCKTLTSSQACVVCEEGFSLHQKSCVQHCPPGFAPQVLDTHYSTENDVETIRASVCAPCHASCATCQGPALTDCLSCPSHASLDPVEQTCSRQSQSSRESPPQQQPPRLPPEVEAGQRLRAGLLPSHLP
Runt-CBFb FRET: Runt domain-CBFb interaction inhibition | Cerulean-Runt/Venus-CBFb FRET ratio 530/480, 1 h | actives 0.46% (n = 220,000) | inhibition, % at 20 µM | AID 1496;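 active = inhibition over about 50% at 20 µM in the single-dose screen, limit read from the data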;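 also: 0% = DMSO wells and 100% = excess unlabeled CBFb competitor control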
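Assay system: Cerulean-tagged RUNX1 Runt domain (FRET donor) fusion protein / Amount: 100 nM each of Venus-CBFb and Cerulean-Runt domain / Medium: Tris buffer pH 7.5 with salts and BSA / Also added: Venus-CBFb 100 nM / Schedule: 1 h complex formation plus 1 h compound treatment, room temperature / Signal: FRET fluorescence / Read-out: loss of energy transfer signal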
Runt-SMMHC FRET: blocks binding of human RUNX1 Runt domain to CBFb-SMMHC | actives 0.74% (n = 220,000) | Q01196+Q13951 | AID 1434 | inhibition, % at 20 µM | Cerulean-Runt/Venus-CBFb-SMMHC FRET ratio 530/480, 1 h;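 active = mean inhibition across duplicate retests at 20 µM reaching about 50%, limit read from the data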;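 also: 0% = DMSO wells and 100% = wells with excess untagged CBFb-SMMHC; inhibitors lower the FRET ratio by blocking Runt binding to CBFb-SMMHC; some results filed as inactive read as strong as hits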
RBBP9 inh: blocks human serine hydrolase RBBP9. O75884. recombinant RBBP9, FP-Rh probe fluorescence polarization. inhibition, % at 7.94 µM. actives 0.2% (n = 220,000);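 active = inhibition above the campaign mean of all tested compounds plus 3 SD, cut at about 14% in these data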;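 also: plate controls were DMSO wells with RBBP9 for no effect and wells lacking RBBP9 protein for full effect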
Target sequence (O75884 whole entry, looked up): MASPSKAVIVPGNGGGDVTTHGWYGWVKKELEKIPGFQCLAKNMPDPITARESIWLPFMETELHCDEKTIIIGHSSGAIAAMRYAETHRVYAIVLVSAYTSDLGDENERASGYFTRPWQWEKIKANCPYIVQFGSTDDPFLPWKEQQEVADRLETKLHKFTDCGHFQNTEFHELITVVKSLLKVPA
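System: RBBP9 protein / Quantity: 2.5 µM RBBP9 dispensing solution, before mixing / Also added: Serine-hydrolase probe FP-Rh, 375 nM pre-mixing / Dosing: 7.94 µM single dose, 0.794% DMSO / Timing: enzyme-compound preincubation 30 min, then probe labeling 45 min, 25 °C / Signal: FP readout at 525/598 nm / Controls: DMSO-treated enzyme wells and wells lacking RBBP9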
TbHK1 inh: T. brucei hexokinase 1 inhibition; recombinant TbHK1, G6PDH-coupled NADH A340; inhibition, % at 10 µM; actives 0.11% (n = 220,000); AID 1430;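 active = inhibition of 50% or more in the single-dose primary screen; inactive = inhibition below 50%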
p97 inhibitor: human p97 ATPase inhibition; actives 0.42% (n = 220,000); P55072; AID 1481; recombinant p97 ATPase, Kinase-Glo ATP luminescence, 3 h; inhibition, % at 8 µM; in the data active = inhibition above about 15%;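 also: 0% = DMSO vehicle and 100% = wells lacking enzyme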
m-calpain inh: inhibitors of pig calpain II. inhibition, % at 16 µM. purified calpain II, fluorogenic peptide substrate, 30 min. actives 0.37% (n = 220,000);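 active = inhibition above about 50%, limit read from the data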
The depositor's hits bear a star; . = not tested or not shown; [ ] = remark or other dose. No enrichment for hits. About 2.7% of those tested had a hit in this group.

SMILES	p47phox inh	EBV gp42 inh	Furin inhibitor	Runt-CBFb FRET	Runt-SMMHC FRET	RBBP9 inh	TbHK1 inh	p97 inhibitor	m-calpain inh
COc1ccc(-c2nnn(CC(=O)NCc3ccc4c(c3)OCO4)n2)cc1OC	34*	-23	-20	0	-1	2	1	3	2
Cc1sc(NC(=O)C2CCCO2)c(C(N)=O)c1C (stereo not given)	11	2	-3[20 µM]	16	2	-9	1	-6	-3
CCc1nc(SCC(N)=O)c2c(=O)n(C)c(=O)n(C)c2n1	-5	-14	-16	1	-1	-5	-6	2	2
CCOC(=O)COn1c(=O)c(-c2cc3ccccc3o2)[n+]([O-])c2ccccc21	-42	28	-26	-12	-151	-2	-3	-5	-64
CNC(=O)C1(CC(C)C)C=CCN1C(C)=O (stereo not given)	2	-10	-11	-3	1	-12	-1	-2	14
CC(C)c1onc(C(=O)Nc2cccnc2Cl)c1[N+](=O)[O-]	1	7	-25	0	7	-9	0	2	56*
Cc1ccc(CS(=O)(=O)CCC(=O)NCC2CCCO2)cc1 (stereo not given)	-20	-16	-15[20 µM]	1	-3	9	-9	1	-10
CCS(=O)(=O)N1CCCC(C(=O)NCc2ccc3c(c2)OCO3)C1 (stereo not given)	-9	3	-8	-1	2	-13	4	-2	-22
COc1ccccc1Oc1ccc(S(=O)(=O)Nc2cccnc2)cc1	-6	9	-24[20 µM]	-1	4	-2	0	4	-24
CCOc1ccc(Cn2ccnc2)cc1[N+](=O)[O-]	0	6	-10	3	4	-5	0	-2	26
NC1=NC[C@@H](Cc2ccc(O)cc2)N1CCCCC1CCCCC1	-9	-14	-30	0	-2	.	15	.	-11
CC(C)(C)n1ncc2c(=O)n(CC(=O)Nc3ccc4c(c3)OCO4)cnc21	-8	2	-18	-3	-1	1	1	4	15
Clc1ccc2nc(CN3CCCCCC3)cn2c1	9	-15	-18[20 µM]	.	-8	2	2	4	-10
Cc1ccc(C(=O)N2CCN(c3ccc([N+](=O)[O-])c(N4CCOCC4)c3)CC2)cc1	3	-21	2	-2	-1	0	-14	1	25
CCc1nnc(N/N=C/c2ccccc2F)n1N	-9	-17	-16	.	-5	-2	-11	6	-8
CC1(C)CC(=O)C2=C(C1)N(Cc1cccnc1)C(=O)C2(NC(=O)c1cccnc1)C(F)(F)F (stereo not given)	-5	-1	-13	-4	-2	-7	-3	0	-2
Cc1ccc(S(=O)(=O)NN2C(=O)c3ccccc3NC2(C)C)cc1	-10	-23	-31	1	5	-4	28	3	-471
O=C(/C=C/c1ccco1)NC(=S)Nc1ccc(Cl)cn1	-11	-15	-9[20 µM]	8	-7	3	-12	3	-3
CC12CCC(c3n[nH]c(=S)nc31)C2(C)C (stereo not given)	2	-6	-8	17	30	-4	-1	-3	26
COc1ccc(CN2CCNC(=O)C2CC(=O)NCc2cn3ccc(C)cc3n2)c(OC)c1 (stereo not given)	-3	-1	-20	3	11	3	1	2	-41
Nc1nnc(Sc2ccc(Cl)cc2[N+](=O)[O-])s1	1	6	0	2	-4	-4	2	6	15
CC(=O)Nc1cccc(N=NN2CCOCC2)c1	1	11	-16	0	0	-8	-14	4	-27
Cc1cc(S(=O)(=O)N(Cc2ccc(C(C)C)cc2)CC2CCCO2)ccc1-n1cnnn1 (stereo not given)	-2	0	-17[20 µM]	-11	-67	4	8	-1	23
CCCC(=O)Nc1nc(CC(=O)OCC)cs1	-3	-5	-33	1	0	5	-9	4	8
O=c1cc(Cc2nnc(SCc3ccccc3)n2-c2ccc(Cl)cc2)[nH]c(=O)[nH]1	-1	2	-19	-3	3	-5	7	-1	27
Going on with the list:
SMILES	p47phox inh	EBV gp42 inh	Furin inhibitor	Runt-CBFb FRET	Runt-SMMHC FRET	RBBP9 inh	TbHK1 inh	p97 inhibitor	m-calpain inh
O=C(Nc1ncccn1)c1cc(-c2cccc(Br)c2)nc2ccccc12	-12	9	-8	-3	-2	-5	15	5	-21
O=C(Nc1nnc(C2CC2)s1)C1CCCO1 (stereo not given)	-4	-9	-9	-2	-1	-15	-2	-3	-4
Cc1oc2c(C)c(O)ccc2c(=O)c1-c1ccc2ccccc2n1	-6	-24	-6	-5	-8	-1	1	2	-12
Cc1cccc(CN2CCSc3sccc3C2=O)c1	-2	1	-14	-3	0	1	-13	2	25
CC1CCN(c2ncccc2C(=O)O)CC1	-11	-4	-18	1	-2	-4	-4	3	-9
O=C(O)C(O)C(O)c1nc2ccccc2[nH]1 (stereo not given)	2	-1	-16	0	-2	-13	7	0	22
CCN(CC)CCn1c(-c2ccccc2)nc(=S)c2c1CC(C)(C)OC2	-10	0	-9[20 µM]	-1	3	-2	-55	7	-3
COC(=O)CCN(C(=O)c1cccc([N+](=O)[O-])c1)c1ccccn1	9	-3	-20	-1	1	-5	-10	1	-10
Nc1nc(SCC(=O)Nc2cc(S(=O)(=O)N3CCOCC3)ccc2Cl)n[nH]1	1	-15	-27	1	-1	-3	1	3	-9
CC(O)CNc1nc2sc3c(c2c(=O)n1Cc1ccco1)CCCCC3 (stereo not given)	-3	13	-11	-2	-4	-6	-11	1	17
O=C1N(Cc2cccc(Cl)c2)C[C@@H]2C[C@@H](c3cccn3-c3ccccn3)N3CCC[C@@]123	-27	-5	-24	3	-1	-8	2	5	-42
C(=N\c1nc2ccccc2n1Cc1ccccc1)/c1cccs1	1	-16	-23	-1	0	9	0	2	-12
COC(=O)COc1ccc(Oc2cc(C)nc(SC)n2)nn1	-12	-22	-27[20 µM]	1	2	-4	1	-2	-29
C=CCN(N=Nc1cccc([N+](=O)[O-])c1)c1cccc([N+](=O)[O-])c1	-8	-12	-3[20 µM]	-3	-3	-5	-15	-3	-1
COC(=O)c1ccc2c(c1)C(=O)/C(=C/c1ccc(O)cc1)O2	-4	-2	-7	-226	-106	-15	0	-6	-8
CCOc1ccccc1N1CCN(C(=O)c2cc(C)oc2C)CC1	-4	-6	-8	3	2	-3	3	-5	8
C=CCn1c(SCC(N)=O)nc2scc(-c3ccc(C)o3)c2c1=O	17	-7	-2	20	12	-6	-17	-2	-6
O=C(O)c1ccc(/C=N/Nc2nc(N3CCCCC3)nc(N3CCCCC3)n2)cc1	5	-6	-1	2	-1	-8	-45	-2	-8
Cc1cccc(S(=O)(=O)N2CN(Cc3ccco3)c3nc4ccccc4nc32)c1	-60	-10	0[20 µM]	0	-12	-1	-17	1	-87
Cc1cccc(CN2CCN(c3ccccn3)CC2)c1	.	.	-7[20 µM]	.	.	-2	-1	1	.
CC1(C)NC(=O)N(CCSc2ccc(Cl)cc2)C1=O	4	-2	-18[20 µM]	-1	-5	-13	7	1	-26
N#C/C(=C\c1cc2c(cc1Br)OCO2)C(=O)NCC1CCCO1 (stereo not given)	-1	2	-12	1	-6	2	-25	8	14
Cc1nc2ccc(N3C(=O)CCC3=O)cc2[nH]1	-7	0	-21[20 µM]	0	-3	-6	-1	1	5
CCOC(=O)CCC(NC(=O)c1ccc(NCN2C(=O)CCC2=O)cc1)C(=O)OCC (stereo not given)	9	-14	-19[20 µM]	-3	-1	-8	8	1	13
CCCCCCN1C(=O)C(O)=C(C(C)=O)C1c1ccc(Cl)cc1 (stereo not given)	4	-24	-18	2	0	6	-13	3	-46

Some of these compounds in order of number of heavy atoms, rising.
SMILES	p47phox inh	EBV gp42 inh	Furin inhibitor	Runt-CBFb FRET	Runt-SMMHC FRET	RBBP9 inh	TbHK1 inh	p97 inhibitor	m-calpain inh
CC1CCN(c2ncccc2C(=O)O)CC1	-11	-4	-18	1	-2	-4	-4	3	-9
Cc1nc2ccc(N3C(=O)CCC3=O)cc2[nH]1	-7	0	-21[20 µM]	0	-3	-6	-1	1	5
Cc1cccc(CN2CCSc3sccc3C2=O)c1	-2	1	-14	-3	0	1	-13	2	25
Cc1cccc(CN2CCN(c3ccccn3)CC2)c1	.	.	-7[20 µM]	.	.	-2	-1	1	.
COC(=O)COc1ccc(Oc2cc(C)nc(SC)n2)nn1	-12	-22	-27[20 µM]	1	2	-4	1	-2	-29
CCCCCCN1C(=O)C(O)=C(C(C)=O)C1c1ccc(Cl)cc1 (stereo not given)	4	-24	-18	2	0	6	-13	3	-46
C=CCn1c(SCC(N)=O)nc2scc(-c3ccc(C)o3)c2c1=O	17	-7	-2	20	12	-6	-17	-2	-6
CC(O)CNc1nc2sc3c(c2c(=O)n1Cc1ccco1)CCCCC3 (stereo not given)	-3	13	-11	-2	-4	-6	-11	1	17
Nc1nc(SCC(=O)Nc2cc(S(=O)(=O)N3CCOCC3)ccc2Cl)n[nH]1	1	-15	-27	1	-1	-3	1	3	-9
Cc1cccc(S(=O)(=O)N2CN(Cc3ccco3)c3nc4ccccc4nc32)c1	-60	-10	0[20 µM]	0	-12	-1	-17	1	-87
O=C(O)c1ccc(/C=N/Nc2nc(N3CCCCC3)nc(N3CCCCC3)n2)cc1	5	-6	-1	2	-1	-8	-45	-2	-8
CCOC(=O)CCC(NC(=O)c1ccc(NCN2C(=O)CCC2=O)cc1)C(=O)OCC (stereo not given)	9	-14	-19[20 µM]	-3	-1	-8	8	1	13

Other structures
SMILES	p47phox inh	EBV gp42 inh	Furin inhibitor	Runt-CBFb FRET	Runt-SMMHC FRET	RBBP9 inh	TbHK1 inh	p97 inhibitor	m-calpain inh
O=C(c1ccccc1)N1CCN(C(=O)c2ccc(OC(F)(F)F)cc2)CC1	-4	-25	-8[20 µM]	-1	1	-9	-4	-5	-24
Cc1cc(C(=O)COC(=O)C(C)NC(N)=O)c(C)n1Cc1ccco1 (stereo not given)	-7	-8	-17	0	-1	-8	-2	-1	-48
O=C(Nc1ccc(Cl)cc1)Nc1cccc(C(=O)O)c1	-10	-10	-10	0	-8	2	1	7	-24
COc1c(C)cc(Br)cc1C(=O)Nc1ccccc1C	-10	-9	-22	1	-1	3	3	4	2
Cc1ccnc(SCCn2c(N3CCC(C)CC3)nc3c2c(=O)n(C)c(=O)n3C)n1	.	.	-24[20 µM]	.	.	-8	2	4	.
CSc1nc(NCCOCCO)c2sc3nc(-c4ccco4)c4c(c3c2n1)CCC4	-36	9	-8	24	-20	-5	-7	9	-336
O=C(Nc1nc2ccccc2n1CCN1CCCCC1)c1ccco1	-21	-16	2	0	1	-10	-42	7	12
COc1cccc(-c2cc(C(F)(F)F)n3ncc(S(=O)(=O)c4ccccc4)c3n2)c1	-2	-23	-43[20 µM]	29	38	2	-20	1	-446
